GSTO1 inh: counter-screen for RBBP9 inhibitors: inhibitors of human GSTO1; P78417; recombinant GSTO1, activity-based probe fluorescence polarization; inhibition, % at 5.96 µM; hit rate 1.1% among 300,000;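 active = inhibition above the campaign mean inhibition plus 3 SD, cut at about 35% in these data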;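 also: 0% = GSTO1-1 with DMSO and 100% = wells lacking GSTO1-1 enzyme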
Target sequence (P78417 whole entry, looked up): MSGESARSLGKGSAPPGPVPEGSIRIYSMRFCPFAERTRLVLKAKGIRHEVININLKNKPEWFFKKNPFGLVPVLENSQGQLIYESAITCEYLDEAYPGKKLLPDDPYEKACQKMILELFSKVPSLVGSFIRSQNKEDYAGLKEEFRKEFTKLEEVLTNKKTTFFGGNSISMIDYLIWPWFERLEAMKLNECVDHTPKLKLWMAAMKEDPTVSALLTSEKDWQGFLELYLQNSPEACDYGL
MEX-5 binding: C. elegans MEX-5 TCR-2 RNA binding activity; activity score (negative = inhibition of binding), % at 10 µM; Q9XUB2; hit rate 0.38% among 300,000; AID 1832; MEX-5/FITC-TCR2 RNA binding, fluorescence polarization; stronger effect = lower value;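 active = inhibition past about -25% in most replicates, and total fluorescence under double the plate's negative control median, limit read from the data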;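 also: 0% = DMSO and -100% = 5 µM competing unlabeled TCR2 RNA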
PAD4 FP inh: inhibitors of human PAD4. Q9UM07. recombinant PAD4, RCA probe fluorescence polarization. inhibition, % at 6.36 µM. hit rate 0.41% among 330,000. AID 485272;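 active = percent inhibition above a cutoff equal to the mean of all tested compounds plus 3 SD, cut at about 15% in these data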;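 also: 0% = PAD4 with RCA probe and DMSO and 100% = probe without PAD4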
MCL1 BIM primary: inhibitors of human MCL1 binding to BIM-BH3 peptide | Q07820 | GST-MCL1 / FITC-Bim-BH3 fluorescence polarization | inhibition, % at 10.9 µM | hit rate 0.68% among 320,000 | AID 2057;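 active = inhibition above the mean inhibition of all tested compounds plus 3 SD, set per campaign, cut at about 40% in these data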;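 also: 0% = DMSO wells and 100% = unlabeled Bim-BH3 peptide control; higher means more loss of mP so more displacement of Bim peptide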
GLD-1 RNA inh: GLD-1-TGE RNA interaction inhibition (C. elegans); Q17339; purified GLD-1 + fluorescein TGE RNA, fluorescence polarization; inhibition, % at 5.96 µM; hit rate 0.44% among 320,000; AID 2280;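 active = percent inhibition above a per-plate cutoff, the plate mean of test compounds plus 3 SD, cut at about 30% in these data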;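 also: 0% = DMSO wells with GLD-1 and probe and 100% = wells lacking GLD-1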
Bcl-xL primary: inhibitors of human Bcl-xL; Q07817; GST-Bcl-xL / FITC-Bim BH3 peptide fluorescence polarization; inhibition, % at 10.9 µM; hit rate 0.7% among 320,000; AID 2129;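 active = inhibition above the mean of all tested compounds plus 3 SD, cutoff set per campaign, cut at about 30% in these data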;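 also: 0% = DMSO wells and 100% = unlabeled Bim-BH3 peptide competitor; inhibitors lower millipolarization by displacing the labeled peptide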
Target sequence (Q07817 whole entry, looked up): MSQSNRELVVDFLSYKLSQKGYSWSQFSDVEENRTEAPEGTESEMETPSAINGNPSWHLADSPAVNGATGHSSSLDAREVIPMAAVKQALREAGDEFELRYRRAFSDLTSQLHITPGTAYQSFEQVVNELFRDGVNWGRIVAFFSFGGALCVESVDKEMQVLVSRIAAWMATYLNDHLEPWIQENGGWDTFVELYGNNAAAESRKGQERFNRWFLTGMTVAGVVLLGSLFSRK
PME-1 inh: PME-1 (human) inhibition; Q9Y570; recombinant PME-1, FP-Rh probe fluorescence polarization; inhibition, % at 5.9 µM; hit rate 0.53% among 320,000; AID 2130;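 active = inhibition above the campaign mean of all compounds plus 3 SD, cut at about 26% in these data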;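 also: competitive labeling of PME-1 active site by serine hydrolase directed probe; 0% = PME-1 with DMSO and 100% = wells lacking PME-1 enzyme; inhibitors block probe labeling so polarization falls and inhibition rises; many of its hits are not listed in these tables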
Target sequence (Q9Y570 whole entry, looked up): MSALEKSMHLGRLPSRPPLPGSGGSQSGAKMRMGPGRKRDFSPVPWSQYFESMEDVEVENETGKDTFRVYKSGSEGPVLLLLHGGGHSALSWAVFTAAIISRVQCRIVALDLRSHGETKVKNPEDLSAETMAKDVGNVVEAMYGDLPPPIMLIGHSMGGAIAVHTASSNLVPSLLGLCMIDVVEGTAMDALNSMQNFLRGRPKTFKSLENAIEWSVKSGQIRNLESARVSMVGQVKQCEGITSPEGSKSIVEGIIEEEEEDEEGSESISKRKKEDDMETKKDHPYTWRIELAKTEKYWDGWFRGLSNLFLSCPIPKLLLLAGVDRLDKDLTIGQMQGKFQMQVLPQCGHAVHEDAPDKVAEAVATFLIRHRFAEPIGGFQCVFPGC
Fam108B inh: blocks mouse Fam108B hydrolase in RBBP9 counter-screen; recombinant Fam108B, FP-Rh probe fluorescence polarization; inhibition, % at 9.51 µM; hit rate 0.33% among 300,000;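 active = inhibition above the screen mean inhibition plus 3 SD, computed separately per campaign, cut at about 18% in these data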;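 also: inhibitors lower polarization as less probe binds the enzyme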
TPT1 inh: C. albicans TPT1 enzyme inhibition. AID 1962. inhibition, % at 5 µM. recombinant caTPT1, FP RNA substrate dephosphorylation. hit rate 0.81% among 300,000;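 active = inhibition above the mean of all tested compounds plus 3 SD, set per screening campaign, cut at about 24% in these data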;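 also: plate controls were DMSO alone for no effect and ferristatin control at 100 nM for full effect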
Numbers without * were called inactive; x = no result given. These rows are one share of the data; rates above refer to the full screens.

mol,GSTO1 inh,MEX-5 binding,PAD4 FP inh,MCL1 BIM primary,GLD-1 RNA inh,Bcl-xL primary,PME-1 inh,Fam108B inh,TPT1 inh
CC[C@H](C)[C@H](NC(=O)OCc1ccccc1)C(=O)Nc1ccc(NC(C)=O)cc1,2,-0.2,-5,-11,-1,0,1,-2,2
COc1ccc(O)c(C(=O)CC(=O)c2ccccc2C)c1,6,-0.6,-1,2,1,2,2,0,2
CC(=O)Nc1ccc(S(=O)(=O)NC(C(=O)O)C2=CCC=CC2)cc1 (configuration not stated),0,-0.8,4,6,-4,1,4,3,3
CCCn1c(N)c(C(=O)CSc2nncs2)c(=O)[nH]c1=O,x,x,3,8,4,5,3,x,x
OC1(c2ccc(Cl)c(Cl)c2)C[n+]2ccccc2N1Cc1ccccc1 (configuration not stated),19,2.4,5,1,0,-1,3,0,-2
CCOC(=O)COc1ccc(S(=O)(=O)N2CCN(c3ccc(F)cc3)CC2)cc1,1,1.2,-3,-2,5,2,0,2,2
Cn1nc(-c2ccc(C(=O)NC3CCCCC3)cc2)c2ccccc2c1=O,5,-2.6,-7,-5,0,-8,-2,4,-3
O=C(Nc1ccc(SC(F)F)cc1)C1=CC=CN2CCS(=O)(=O)N=C12,x,x,0,-2,4,5,-6,x,x
O=C(C1CC(c2ccc(F)cc2)=NO1)N1CCCCC1 (configuration not stated),0,-2.0,5,0,7,4,-8,-2,0
COC(=O)CN(c1ccc(OCc2ccccc2)cc1)S(C)(=O)=O,0,-0.1,-4,2,4,4,2,-1,-1
O=C(Nc1ccccc1F)c1cc(S(=O)(=O)N2CCOCC2)cs1,-1,-0.3,0,-1,-6,0,7,2,2
CCC(C(=O)OCC(=O)Nc1cc(Cl)cc(Cl)c1)c1ccccc1 (configuration not stated),-7,1.5,-10,-6,-6,-4,-5,-36,1
COc1ccc(N(C(C)C(=O)NC2CCCCCC2)S(C)(=O)=O)cc1 (configuration not stated),-3,-2.2,-3,7,-3,2,-4,-1,-1
C=CCN(c1ccccc1)S(=O)(=O)c1cc(C(=O)NC2=NCCS2)ccc1Cl,-5,-0.5,1,7,3,2,-5,0,-2
CC1=NN(c2ccccc2)C(=O)C1/C=C1\NC(=S)NC1=O (configuration not stated),-2,-2.0,-4,3,4,6,0,0,2
O=C(O)c1cccc(Cn2c(Cl)c(/C=N/NC(=O)c3cc4ccccc4cc3O)sc2=O)c1,24,-8.1,-12,38,2,10,-3,17,4
CCOc1ccc(C(=O)NCc2ccccc2)cc1Br,-1,3.1,3,2,4,2,-3,2,-1
Cc1nc2ccccc2c(=O)n1/N=C/c1c(O)ccc2oc3c(c12)CCCC3,9,-7.4,-3,12,4,5,-1,-1,-2
CCCCS(=O)(=O)/C=C\C1C2C=CC(C2)C1S(=O)(=O)CCCC (configuration not stated),1,-2.7,-3,9,-1,5,0,5,-1
COC(=O)c1cnc(N2CCCN(S(=O)(=O)c3ccc(C(F)(F)F)cc3)CC2)nc1C(F)(F)F,-1,-0.8,-1,0,4,-4,-2,1,-5
CCN(CCNC(=O)C1CCN(Cc2nc(-c3ccc(Cl)cc3)oc2C)CC1)c1ccccc1,-7,1.7,-3,4,3,5,1,4,0
Clc1ccc(-c2n[nH]c3c2Cc2ccccc2-3)cc1Cl,2,1.3,2,3,1,3,-7,0,-2
Cc1nc(-c2ccc(S(=O)(=O)Nc3ccc(Br)cc3F)cc2)co1,3,-1.7,-3,-2,0,6,2,2,1
Cc1nc(NCCC(C)C)c2nnn(Cc3ccccc3)c2n1,4,0.5,1,9,5,5,-1,4,-5
COC(=O)c1cc(S(=O)(=O)NCCc2ccccc2)c[nH]1,13,1.8,-3,-8,2,-5,5,-3,1
CC1(C)NC(=O)N(CCOc2cccc(Oc3ccccc3)c2)C1=O,7,-2.0,-5,4,-1,4,1,-1,2
COc1ccc(CCN(Cc2cc3cc(C)ccc3[nH]c2=O)C(C)=O)cc1OC,2,-0.5,4,-1,5,6,-1,5,-1
Cn1ncc(N=Cc2c(O)ccc3ccccc23)c1C(=O)Nc1cccc(Cl)c1,7,2.5,2,46*,10,31*,-9,-4,20
CCCC(=O)Nc1cccc(NC(=O)c2cccc([N+](=O)[O-])c2C)c1,8,0.3,2,13,1,-1,-4,3,-2
Cc1onc(-c2c(F)cccc2Cl)c1C(=O)Nc1c(C)n(C)n(-c2ccccc2)c1=O,0,0.2,-4,12,13,12,-5,1,1

Taken from the results shown, 4 compounds:
mol,GSTO1 inh,MEX-5 binding,PAD4 FP inh,MCL1 BIM primary,GLD-1 RNA inh,Bcl-xL primary,PME-1 inh,Fam108B inh,TPT1 inh
O=C(O)c1cccc(Cn2c(Cl)c(/C=N/NC(=O)c3cc4ccccc4cc3O)sc2=O)c1,24,-8.1,-12,38,2,10,-3,17,4
CCOc1ccc(C(=O)NCc2ccccc2)cc1Br,-1,3.1,3,2,4,2,-3,2,-1
Cc1nc2ccccc2c(=O)n1/N=C/c1c(O)ccc2oc3c(c12)CCCC3,9,-7.4,-3,12,4,5,-1,-1,-2
CCCCS(=O)(=O)/C=C\C1C2C=CC(C2)C1S(=O)(=O)CCCC (configuration not stated),1,-2.7,-3,9,-1,5,0,5,-1

Going on with the list.
mol,GSTO1 inh,MEX-5 binding,PAD4 FP inh,MCL1 BIM primary,GLD-1 RNA inh,Bcl-xL primary,PME-1 inh,Fam108B inh,TPT1 inh
Cc1ccc(-c2cn3cc([N+](=O)[O-])ccc3n2)cc1,10,-1.4,3,-4,5,-2,3,-5,4
O=S(=O)(c1ccccc1)N1CCN(Cc2ccccc2)CC1,-1,0.3,2,3,2,2,2,-4,0
O=C(Nc1cccc(F)c1)C1CCCN(S(=O)(=O)c2ccc(-n3cnnn3)cc2)C1 (configuration not stated),-2,3.7,-1,-2,6,5,-6,1,1
Cn1ncc(C#N)c1/N=C/N1CCCCCC1,-3,-2.5,-2,-2,0,0,-9,-3,0
Cc1csc(NC(=O)Cc2coc3cc(C)c(C(C)C)cc23)n1,-8,1.6,-7,-6,2,-3,-2,-7,2
COc1ccc(NC(=O)CSc2nc3ccccc3c(=O)n2-c2ccc3c(c2)OCO3)c(OC)c1,1,-0.1,-1,-4,5,-4,0,-5,-1
O=C(O)CNC(=S)N(Cc1ccccc1)Cc1ccccc1F,6,-1.3,-3,8,16,2,1,2,0
N=C1/C(=C\c2ccc(SCc3ccco3)o2)C(=O)N=C2SC=NN12,-24,-34*,-62,63*,21,51*,-51,-23,10
CC1(C(=O)OCC(=O)Nc2ccc3ccccc3c2)CC1(Cl)Cl (configuration not stated),-7,0.6,-3,-3,5,1,-5,-2,1
Cc1c(Cl)cccc1NC(=S)NCc1ccc(F)cc1,7,0.2,-2,13,9,4,4,0,-1
Cc1nn(-c2ccccc2)c(Cl)c1/C=N/Nc1ccc(Cl)c(C(=O)O)c1,0,0.3,-2,9,8,12,-1,7,-4
O=c1c2ccccc2ncn1-c1ccc(Cl)cc1[N+](=O)[O-],-2,4.0,-2,1,-9,3,6,0,1
Fc1ccc(-c2cc(-c3nnc4n3CCCCC4)c3ccccc3n2)cc1,2,-2.5,1,-1,3,1,1,-3,-2
NC(=O)C1=C[C@@H](c2ccc3c(c2)OCO3)C[C@@H](OCCCCO)O1,15,-3.0,0,13,2,8,2,0,4
O=C(Nc1ccc2c(c1)OCO2)C1CC(c2ccccc2O)=NO1 (configuration not stated),2,-0.1,1,7,-3,0,2,-2,-3
COc1ccc(C(=O)NCc2ccncc2)cc1OC,3,-0.7,-8,0,-5,0,-8,2,4
CCc1ccc(-c2cn(-c3nc(C)cc(C)n3)c(=N)o2)cc1,-18,2.3,2,8,-2,5,-190,2,-5

Record cards, as listed above:
CC1(C)NC(=O)N(CCOc2cccc(Oc3ccccc3)c2)C1=O is listed as GSTO1 inh = 7; MEX-5 binding = -2.0; PAD4 FP inh = -5; MCL1 BIM primary = 4; GLD-1 RNA inh = -1; Bcl-xL primary = 4; PME-1 inh = 1; Fam108B inh = -1; TPT1 inh = 2
CC1=NN(c2ccccc2)C(=O)C1/C=C1\NC(=S)NC1=O (configuration not stated) is listed as GSTO1 inh = -2; MEX-5 binding = -2.0; PAD4 FP inh = -4; MCL1 BIM primary = 3; GLD-1 RNA inh = 4; Bcl-xL primary = 6; PME-1 inh = 0; Fam108B inh = 0; TPT1 inh = 2
Cc1nn(-c2ccccc2)c(Cl)c1/C=N/Nc1ccc(Cl)c(C(=O)O)c1 is listed as GSTO1 inh = 0; MEX-5 binding = 0.3; PAD4 FP inh = -2; MCL1 BIM primary = 9; GLD-1 RNA inh = 8; Bcl-xL primary = 12; PME-1 inh = -1; Fam108B inh = 7; TPT1 inh = -4

Three entries out of the list above, arranged by the value under MEX-5 binding, descending:
SMILES	MEX-5 binding
Cc1csc(NC(=O)Cc2coc3cc(C)c(C(C)C)cc23)n1	1.6
O=S(=O)(c1ccccc1)N1CCN(Cc2ccccc2)CC1	0.3
Fc1ccc(-c2cc(-c3nnc4n3CCCCC4)c3ccccc3n2)cc1	-2.5

From PubChem BioAssay
